# FXIIa mix inh = factor XIIa (human) inhibition, mixture screen. P00748. inhibition, % at 5 µM. AID 684. 62,000 tested, 0.2% active. purified FXIIa, fluorogenic substrate, pooled mixtures;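 also: 0% = enzyme without compound and 100% = no enzyme blank; some results filed as inactive read as strong as hits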
# MMP13 inh = inhibitors of human MMP13 | MMP-13 fTHP FRET cleavage, Mca fluorescence | inhibition, % at 4 µM | 65,000 tested, 0.07% active | AID 570;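 active = inhibition above the mean of compound-free control plate wells plus 3 SD, cut at about 14% in these data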;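 also: 0% = DMSO wells and 100% = wells with reference MMP-13 inhibitor after basal subtraction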
# Abs 340nm = absorbance at 340 nm | 65,000 tested, under 10 active | fold change at 10 µM | compound absorbance at 340 nm, fold over control;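 active = at 10 µM dose, initial 340 nm absorbance at least 2 fold that of control wells; inactive = change under 2 fold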;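 also: initial absorbance extrapolated from kinetic A340 decline of NADH oxidation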
# DUSP1 inh = inhibitors of human MKP-1 phosphatase. P28562. recombinant MKP-1, OMFP hydrolysis fluorescence. inhibition, %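 (compounds tested at a single concentration somewhere between 10 and 100 µM)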. 65,000 tested, 0.15% active;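 active = inhibition above about 50%, limit read from the data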;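 also: 0% = DMSO max control wells and 100% = wells with enzyme stopped by NaOH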
# Target sequence (P28562 whole entry, looked up): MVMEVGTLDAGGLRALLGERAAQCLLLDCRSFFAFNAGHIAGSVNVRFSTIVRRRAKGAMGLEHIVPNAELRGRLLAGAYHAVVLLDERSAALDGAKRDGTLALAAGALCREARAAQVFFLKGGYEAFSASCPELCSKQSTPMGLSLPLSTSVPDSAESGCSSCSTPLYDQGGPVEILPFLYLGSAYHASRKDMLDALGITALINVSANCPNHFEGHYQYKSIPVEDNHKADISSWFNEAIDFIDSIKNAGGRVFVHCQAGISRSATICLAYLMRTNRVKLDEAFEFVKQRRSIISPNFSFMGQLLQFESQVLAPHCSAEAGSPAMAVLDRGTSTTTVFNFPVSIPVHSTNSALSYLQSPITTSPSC
# AP complement = orthogonal test for alternative complement pathway inhibitors; inhibition, % at 5 µM; 62,000 tested, 0.08% active; Human serum alternative complement pathway, LPS-coated ELISA, C3 deposition; tested in compound mixtures;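 active = inhibition above 30% in each of the two pooled mixtures holding the compound, so the lower value exceeds 30%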;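 also: 0% = serum in Mg-EGTA without compound and 100% = EDTA serum blank; some compounds past the cut are filed as inactive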
#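 Medium: diluted human serum in Mg2+-EGTA GVB++. Assay system: human serum complement alternative pathway, C3 deposition onto LPS. Also added: Plate-bound LPS. Technique: Anti-C3 ELISA, OD 450 nm. Measure: percent inhibition. Incubation: 1 h at 37 °C. Dosing: 5 µM each compound, pools of ten, 50 µM per pool.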
# Hsp90 inh = displaces geldanamycin probe from tumor Hsp90. P07900. NCI-N417 lysate Hsp90, Cy3B-geldanamycin FP displacement. inhibition, % at 30 µM. 64,000 tested, 0.35% active. AID 429;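 active = inhibition above 50%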;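 also: 0% = tracer plus lysate wells and 100% = tracer alone without lysate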
# JNK3 blocker = blocks human JNK3 kinase activity; 60,000 tested, 0.61% active; P53779; inhibition, % at 8 µM; purified JNK3 kinase activity, HTS; in the data active = inhibition above about 17%;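 also: 0% = DMSO and 100% = reference inhibitor; many of its hits are not listed in these tables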
# Target sequence (P53779 whole entry, looked up): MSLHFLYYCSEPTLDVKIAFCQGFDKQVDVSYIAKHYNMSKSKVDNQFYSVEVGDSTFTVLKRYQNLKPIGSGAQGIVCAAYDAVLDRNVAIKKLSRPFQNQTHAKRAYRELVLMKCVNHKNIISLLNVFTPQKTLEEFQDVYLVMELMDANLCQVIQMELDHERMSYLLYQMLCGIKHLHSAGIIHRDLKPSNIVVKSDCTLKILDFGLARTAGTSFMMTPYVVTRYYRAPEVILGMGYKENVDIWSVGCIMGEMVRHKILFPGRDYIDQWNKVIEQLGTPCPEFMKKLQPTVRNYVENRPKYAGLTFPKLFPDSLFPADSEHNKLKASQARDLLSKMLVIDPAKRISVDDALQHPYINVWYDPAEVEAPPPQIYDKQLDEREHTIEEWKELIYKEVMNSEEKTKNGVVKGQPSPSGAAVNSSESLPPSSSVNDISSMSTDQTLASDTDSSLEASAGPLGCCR
# Cdc25B inh = human M-phase inducer phosphatase 2 inhibition | inhibition, %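 (compounds tested at 10 µM final in the well)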 | recombinant Cdc25B, OMFP fluorescence Ex485/Em525 | 65,000 tested, 0.1% active; in the data active = inhibition above about 50%
# FXIa inh mix = inhibitors of human coagulation factor XIa, pooled mixtures; 62,000 tested, 0.19% active; P03951; purified FXIa, fluorogenic substrate; inhibition, % at 5 µM;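 also: each value is inhibition by a whole ten-compound pool holding the compound; 0% = enzyme with no mixture and 100% = wells lacking enzyme; strong numbers were not always called active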
# Numbers without * were called inactive; . = not tested or not shown; & = joins results of further samples. Rule as the data show it, unless noted: active = inhibition above about 20% (passing the limit was not always enough); inactive = the rest.
SMILES	FXIIa mix inh	MMP13 inh	Abs 340nm	DUSP1 inh	AP complement	Hsp90 inh	JNK3 blocker	Cdc25B inh	FXIa inh mix
O=C(CN1C(=O)COc2ccccc21)c1cccc(Cl)c1	8	6	0.97	0	12	-4	-5	-9	-29
Cn1nnnc1SCC(=O)c1ccco1	5	-1	1.1	0	17	.	.	-4	1
COC(=O)C(CC(=O)c1ccc(Br)cc1)n1ccnc1 (stereo not given)	-1	1	1.1	4	11	5	9	-11	8
C=CCOc1nc(-c2ccncc2)nc2ccccc12	.	-11	1	-7	.	0	1	12	.
COc1ccc(-c2ccc(-c3nnc(-c4ccncc4)o3)cc2)cc1	5	-18	1	-12	5	-2	3	-7	-3
O=C(Nc1cccnc1)Nc1ccc(F)c(Cl)c1	4	5	1	3	-12	3	-3	0	-3
O=C(CNc1ccc(Oc2ccccc2)cc1)N1CCOCC1	-1	0	1	-10	6	-2	6	3	9
COCCOC(=O)c1c(C)oc2ccc(OCc3cc(C(=O)OC)oc3C)cc12	-1	-16	1	2	12	2	2	-16	-4
C(=C\c1ccccc1)/CN1CCN(C(c2ccccc2)c2ccccc2)CC1	6	0	0.98	-37	5	1&3	1	9	-6
c1ccc2c(c1)nc(-c1ccncc1)n1nnnc21	-18	0	1	-12	-1	2	2	-6	11
COC(=O)CSC1=C(C#N)C(=O)NC2(CCCCC2)S1	.	-4	1.1	9	.	-5	7	12	.
c1ccc(-c2cc(N3CCCCCC3)n[nH]2)cc1	3	0	0.99	2	9	-6	-10	-13	1
Cc1c2c(nc3c(C)cccc13)OC(C)C2 (stereo not given)	-12	-2	1.1	14	-7	-4	.	-1	9
O=C(CSc1nc2ccccc2c(=O)[nH]1)c1ccc(O)c(O)c1	-17	4	1	12	19	45	4	-9	8
CCOC(=O)c1ccc(NC(=O)C2C3C=CC(C3)C2C(=O)O)cc1 (stereo not given)	10	-5	1	4	12	5	-7	0	5
Cc1noc(C)c1COC(=O)CCCc1nc2ccccc2s1	4	-2	1	23	13	-1	-1	2	6
CCn1c(SCC#N)nc2c(c1=O)C1(CCCC1)Cc1ccccc1-2	.	5	1	-9	.	0	-1	3	.
CC(=O)NC1C(=O)N(CCc2ccccc2)c2ccccc21 (stereo not given)	-23	-1	1	7	-12	0	-7	19	11
O=C(CS(=O)(=O)Cc1ccccc1)N1CCc2ccccc2C1	12	-1	0.99	-1	-6	-21	-8	-4	-11
Cc1ccc(C)c(N2CCN(C(=O)COc3cc(=O)n(C)c4ccccc34)CC2)c1	2	3	1	33	6	1	-1	-8	9
CC(=O)N[C@@H](CS)C(=O)O	3	-1	0.97	-9	-12	-5&3	7	-10	9
CC(C)CNS(=O)(=O)c1ccc(C(=O)Nc2ccc3c(c2)OCCO3)cc1	1	1	1	12	-4	3	-3	-1	12
Cc1cc2nc(SCCN3CCCC3)[nH]c2cc1C	3	-1	1	-6	6	-1	0	-14	-5
O=c1cc(-c2ccccc2)nc2nc(SCc3ccccc3)[nH]n12	2	-2	1.1	-6	-1	-1	1	7	7
O=C1NCCN1C(=O)C12CC3CC(CC(C3)C1)C2	12	-3	1	-13	12	-8	7	-9	8
O=C1CC(N2CCOCC2)C(=O)N1c1ccccc1Cl (stereo not given)	9	-1	0.99	3	-5	0	-7	1	12
CCC(=O)N=c1sc2c(OC)ccc(OC)c2n1C	7	3	1.1	8	10	3	0	-9	5
COC(=O)c1cc(C(=O)OC)cc(-n2c(C)cc(C(=O)CC#N)c2C)c1	4	1	1	10	6	.	.	-1	13
CCOC(=O)NC1(C(F)(F)F)NC(=O)N(C2CCCCC2)C1=O (stereo not given)	-19	-2	1.1	3	3	1	7	-10	14
O=C(COc1ccccc1)Nc1cccc2nsnc12	5	-25	1.1	10	22	-19	4	-7	3
Cn1c(=O)c2c(ncn2CC(=O)N2CCN(c3cccc(Cl)c3)CC2)n(C)c1=O	2	-1	1	2	5	1	-1	-9	8
C/C(=C1/SC(N2CC(C)OC(C)C2)=NC1=O)c1ccccc1 (stereo not given)	5	5	1.1	20	24	-3	-10	3	6
O=C(O)c1cc2c(ccc3ccccc32)o1	9	-17	1.1	11	15	-4	5	-1	8
Cc1cc(=O)oc2n[nH]c(-c3ccccc3)c12	-1	-37	0.98	2	5	-3	2	0	-17
COc1ccc2oc(=O)c(C(=O)N3CCN(c4ccccc4F)CC3)cc2c1	-1	-8	1	0	-2	-1	-4	-3	12
CCOC(=O)N1CCN(C(=O)C(CC(C)C)NC(=O)C2CCCCC2)CC1 (stereo not given)	5	-2	1	4	16	.	.	-1	8
Cc1cc(C)n(/N=C/c2cccc(O)c2)c(=O)c1C(N)=O	-7	-4	1.1	1	-4	-1	1	-13	0
COc1ccc(OC)c(NS(=O)(=O)c2cccs2)c1	1	6	1	-20	6	6	-6	2	11
CCOC(=O)NCc1ccc2c(c1)cc(C)n2C	-15	-3	1	19	5	-2	-2	-9	4
COc1ccc(CCN(Cc2cc3cccc(C)c3[nH]c2=O)C(=O)N2CCCC2)cc1OC	-1	2	1	8	5	2	1	-5	10

# By substructure, those above with two or more sulfur atoms (2)
SMILES	FXIIa mix inh	MMP13 inh	Abs 340nm	DUSP1 inh	AP complement	Hsp90 inh	JNK3 blocker	Cdc25B inh	FXIa inh mix
COC(=O)CSC1=C(C#N)C(=O)NC2(CCCCC2)S1	.	-4	1.1	9	.	-5	7	12	.
COc1ccc(OC)c(NS(=O)(=O)c2cccs2)c1	1	6	1	-20	6	6	-6	2	11

# (listing goes on)
SMILES	FXIIa mix inh	MMP13 inh	Abs 340nm	DUSP1 inh	AP complement	Hsp90 inh	JNK3 blocker	Cdc25B inh	FXIa inh mix
COC(=O)Cn1cnc2sc(C)c(S(=O)(=O)N3CCN(c4ccccc4OC)CC3)c2c1=O	14	0	0.99	8	14	-1	-1	-14	3
COc1ccccc1-c1nnc(SCC(=O)Nc2ccc(Cl)cc2Cl)o1	16	1	1.1	8	22	.	.	-8	7
CN(C)c1ccc(C(c2nnnn2C(C)(C)C)N2CCN(C(=O)c3ccco3)CC2)cc1 (stereo not given)	-2	5	0.96	17	-9	-2	-5	4	6
CC(C)C(=O)Nc1cccc(-c2cn3ccsc3n2)c1	32	1	1	13	19	-4	-1	-10	-1
CC(=O)N1CC=C2C(C#N)=C(N)C(C#N)(C#N)C(C)C2C1 (stereo not given)	2	-21	1	17	1	0	8	5	10
CN(C)c1ccc(NC(=O)CN2CCN(CC(=O)Nc3ccc(F)cc3)CC2)cc1	2	2	1	17	17	1	-8	-19	-4
O=C(CSc1n[nH]c(-c2cccnc2)n1)Nc1ccnc2ccccc12	4	-1	1	-14	-1	-1	-4	1	4
CCOC(=O)CSc1nnc(C2CCCCC2)n1C	-5	4	0.99	25	19	0	1	0	-2
O=C(O)c1cccc2c1C(=O)N(C1CCCCC1)C2	2	-2	1	2	16	-4	0	-2	6
O=C(c1cnn2ccccc12)N1CCc2ccccc21	2	-6	1.1	-5	13	-3	4	-1	7
CC(C)(C)C1CCc2onc(C(=O)Nc3ccc(F)cc3F)c2C1 (stereo not given)	3	1	0.97	-5	3	-3	1	2	6
COC(=O)CN(c1ccc(C)c(Cl)c1)S(C)(=O)=O	-2	2	0.98	7	12	-1	-6	-5	-18
COC(=O)c1[nH]c2ccc(C)cc2c1NC(=O)CN1CCN(c2ccc(F)cc2)CC1	-6	-33	1	0	1	-2	1	0	-3
CC(C)(C)Nc1nc(SCc2ccccc2)nc(N2CCOCC2)n1	9	2	1.1	-6	13	-2	2	-7	8
COc1ccc(OC)c(C2C(C(C)=O)=C(O)C(=O)N2Cc2cccnc2)c1 (stereo not given)	-16	7	1.1	-26	-5	-4	2	-1	9
COc1ccc(S(=O)(=O)N2CCN(c3ccccc3OC)CC2)cc1OC	-2	2	1.1	-4	0	2	0	-13	6
Cc1ccc(CS(=O)(=O)CCC(=O)N2CCOCC2)cc1	7	-11	1	-10	14	-2	7	-7	-2
Cc1cnn(-c2ccc3nnc(-c4ccc(Br)cc4)n3n2)c1	7	-7	1.1	8	6	-2	-4	1	8
COc1ccc(NC(=O)C(CC(=O)O)Cc2ccccc2)cc1 (stereo not given)	5	-5	1	4	11	-1	-4	-4	4
CS(=O)(=O)c1ccc(Cl)c(NC(=O)COC(=O)CNC(=O)c2ccc(Br)o2)c1	2	-20	1	24	28	-1	0	-2	10

# Structural class, the compounds so far with a Cl atom.
SMILES	FXIIa mix inh	MMP13 inh	Abs 340nm	DUSP1 inh	AP complement	Hsp90 inh	JNK3 blocker	Cdc25B inh	FXIa inh mix
O=C(CN1C(=O)COc2ccccc21)c1cccc(Cl)c1	8	6	0.97	0	12	-4	-5	-9	-29
O=C(Nc1cccnc1)Nc1ccc(F)c(Cl)c1	4	5	1	3	-12	3	-3	0	-3
O=C1CC(N2CCOCC2)C(=O)N1c1ccccc1Cl (stereo not given)	9	-1	0.99	3	-5	0	-7	1	12
Cn1c(=O)c2c(ncn2CC(=O)N2CCN(c3cccc(Cl)c3)CC2)n(C)c1=O	2	-1	1	2	5	1	-1	-9	8
COc1ccccc1-c1nnc(SCC(=O)Nc2ccc(Cl)cc2Cl)o1	16	1	1.1	8	22	.	.	-8	7
COC(=O)CN(c1ccc(C)c(Cl)c1)S(C)(=O)=O	-2	2	0.98	7	12	-1	-6	-5	-18
CS(=O)(=O)c1ccc(Cl)c(NC(=O)COC(=O)CNC(=O)c2ccc(Br)o2)c1	2	-20	1	24	28	-1	0	-2	10

# More entries
SMILES	FXIIa mix inh	MMP13 inh	Abs 340nm	DUSP1 inh	AP complement	Hsp90 inh	JNK3 blocker	Cdc25B inh	FXIa inh mix
CCOC(=O)C1=C(C)Nc2ncnn2C1c1ccccc1F (stereo not given)	-18	2	0.98	6	1	-1	-6	4	4
CCn1nnnc1SCC(=O)Nc1cccc(NC(C)=O)c1	6	0	0.96	20	17	4	-1	13	6
CC(C)(C)c1ccc2c(c1)OCC(C(=O)O)O2 (stereo not given)	6	2	1	-12	-10	0	7	-3	6
COc1cccc(C2C(C(N)=O)=C(C)Nc3nc(-c4ccccc4Cl)nn32)c1 (stereo not given)	2	7	0.99	-1	13	-4	-8	1	-4
CC(CCc1ccccc1)NC(=O)CSc1nccc(=O)[nH]1 (stereo not given)	7	-1	1	9	13	.	.	-6	-1
Cc1cc(-n2c(C)cc(C(=O)CSc3ncnc4ccccc34)c2C)no1	2	-5	1.1	27	-1	.	.	-27	-2
CCN(CCCNC(=O)C1CCCN(S(=O)(=O)c2cnc[nH]2)C1)c1ccccc1 (stereo not given)	6	-8	0.99	-3	14	1	-13	0	5
